High-throughput results from PubChem BioAssay.
TGFb SMAD3 inh: TGF-b pathway inhibition; Potency, µM (doses to about 46.1 µM), for the others: at the top dose activity, negative = inhibition, most hits filed as inhibitors; HepG2 CAGA-GFP TGF-b/SMAD3 reporter, GFP fluorescence, 18 h; TGF-beta stimulated, 500 pg/mL final; 410,000 compounds, 1.2% hits; also: potency is read from the fitted curve at half-maximal effect; % is scaled to controls: 0 for no effect and ±100 for the full control effect; nearly all actives have a fitted effect of over 65% in size
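Read-out: total well GFP (ex488/em500-530) summed from mean per-cell fluorescence. Cells: HEPG2 CAGA-GFP, 1% FBS DMEM, 18 h at 37 degrees C with 500 pg/mL final TGF-beta. Unstimulated wells served as the full-inhibition control; stimulated DMSO wells = 0%.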
ATXN viability: reduces viability in counter-screen for ATXN expression inhibitors. AID 651635. Potency, µM (series often up to 56.7 µM), usual class: cytotoxic. S2 cells (HEK-293 line with an ATXN2-luciferase reporter) viability, CellTiter-Fluor protease fluorescence, 24 h. 400,000 compounds, 0.49% hits; also: potency is read from the fitted curve at half-maximal effect; nearly all actives have a fitted effect of over 40% in size
Nrf2 block: Nrf2 pathway inhibition; A549 ARE-Fluc reporter, luciferase luminescence, 18-24 h; Potency, µM (series often up to 46 µM), for inactives: at the top dose activity change, negative = inhibition, actives largely listed as inhibitors; 360,000 compounds, 2.1% hits; AID 504444; also: potency is read from the fitted curve at half-maximal effect; % is scaled to controls: 0 for no effect and ±100 for the full control effect; nearly all actives have a fitted effect of over 60% in size
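Concentration-response testing used A549 ARE_Fluc cells at 5000 cells/well. Following an 18-24 h compound incubation, viability was read by fluorescence (Ex 405/Em 525) and luciferase output by luminescence.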
Nrf2 ARE act: activators of Nrf2 (ARE) signaling; AREc32 ARE-luciferase reporter (MCF7-derived line), luminescence, 24 h; Potency, µM (doses to about 46.1 µM), for inactives: at the highest dose activation, most hits filed as activators; 410,000 compounds, 0.31% hits; AID 624171; also: potency is read from the fitted curve at half-maximal effect; % of control where 0% means no effect; nearly all actives have a fitted effect of over 65% in size
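AREc32 cells carrying an ARE-driven firefly luciferase reporter were seeded at 1000 cells/well in OPTI-MEM with 5% FBS, then exposed to compound for 24 hr at 37 deg C. Luminescence was read with Steady-Glo after 30 min at RT.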
HepG2 viability: kills HepG2 cells in TGF-b inhibitor counter-screen | HepG2 CAGA-GFP viability, ATP luminescence, 18 h | Potency, µM (series often up to 46.1 µM), inactives show top-dose activity change, negative = cytotoxicity, most hits filed as cytotoxic | 410,000 compounds, 0.76% hits; also: potency is read from the fitted curve at half-maximal effect; some results filed as inactive show a strong effect at the top dose
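HepG2 CAGA-GFP cells (1000/well, DMEM with 1% FBS) received compound, then TGF-beta at 500 pg/mL final, and were incubated 18 hours at 37 degrees C. Viability was read by CellTiter-Glo luminescence. Media-only wells were set as complete cell-killing and DMSO as no toxicity.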
IL2 activator: activates IL-2 in a cell-based reporter assay; activation, % (series mostly up to about 46 µM); 360,000 compounds, 0.065% hits; IL-2 activation reporter assay, cell-based qHTS; stimulated with anti-CD3/CD4/CD28 beads; in transgenic mouse T cells; AID 652025; in the data active = activation above about 50%; inconclusive = mostly about 30% to 49%; also: 0% is about no effect
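Unstimulated transgenic mouse T cells, 750 per well, received compound and, after 60 minutes, anti-CD3/anti-CD4 bead plus anti-CD28 stimulation. EGFP and DsRed were quantified after 18 hours.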
A549 viability: A549 cytotoxicity, counter-screen for Nrf2 inhibitors; Potency, µM (highest dose often 46 µM), for the others: at the top dose activity change, negative = cytotoxicity, most hits filed as inhibitors; 390,000 compounds, 0.16% hits; AID 504648; A549 ARE-Fluc cells, CellTiter-Fluor viability, 18-24 h; also: potency is read from the fitted curve at half-maximal effect; % is scaled to controls: 0 for no effect and ±100 for the full control effect
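A549 ARE_Fluc cells in 5% FBS OPTI-MEM were exposed to compounds in concentration-response for 18-24 h at 37 deg C. Viability was read by CellTiter-Fluor fluorescence (Ex 405/Em 525) after 30 min, before the luciferase read.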
EPAC2 agonist: agonists of human EPAC2 (RAPGEF4); Q8WZA2; EPAC2 activation, biochemical qHTS; response scale: 100% = 6.5 mM cAMP response; Potency, µM (highest dose often 154 µM), without a hit: at the highest dose activation, most hits filed as activators; 360,000 compounds, 0.079% hits; AID 720711; also: potency is read from the fitted curve at half-maximal effect; nearly all actives have a fitted effect of over 50% in size
Target sequence (Q8WZA2 whole entry, looked up): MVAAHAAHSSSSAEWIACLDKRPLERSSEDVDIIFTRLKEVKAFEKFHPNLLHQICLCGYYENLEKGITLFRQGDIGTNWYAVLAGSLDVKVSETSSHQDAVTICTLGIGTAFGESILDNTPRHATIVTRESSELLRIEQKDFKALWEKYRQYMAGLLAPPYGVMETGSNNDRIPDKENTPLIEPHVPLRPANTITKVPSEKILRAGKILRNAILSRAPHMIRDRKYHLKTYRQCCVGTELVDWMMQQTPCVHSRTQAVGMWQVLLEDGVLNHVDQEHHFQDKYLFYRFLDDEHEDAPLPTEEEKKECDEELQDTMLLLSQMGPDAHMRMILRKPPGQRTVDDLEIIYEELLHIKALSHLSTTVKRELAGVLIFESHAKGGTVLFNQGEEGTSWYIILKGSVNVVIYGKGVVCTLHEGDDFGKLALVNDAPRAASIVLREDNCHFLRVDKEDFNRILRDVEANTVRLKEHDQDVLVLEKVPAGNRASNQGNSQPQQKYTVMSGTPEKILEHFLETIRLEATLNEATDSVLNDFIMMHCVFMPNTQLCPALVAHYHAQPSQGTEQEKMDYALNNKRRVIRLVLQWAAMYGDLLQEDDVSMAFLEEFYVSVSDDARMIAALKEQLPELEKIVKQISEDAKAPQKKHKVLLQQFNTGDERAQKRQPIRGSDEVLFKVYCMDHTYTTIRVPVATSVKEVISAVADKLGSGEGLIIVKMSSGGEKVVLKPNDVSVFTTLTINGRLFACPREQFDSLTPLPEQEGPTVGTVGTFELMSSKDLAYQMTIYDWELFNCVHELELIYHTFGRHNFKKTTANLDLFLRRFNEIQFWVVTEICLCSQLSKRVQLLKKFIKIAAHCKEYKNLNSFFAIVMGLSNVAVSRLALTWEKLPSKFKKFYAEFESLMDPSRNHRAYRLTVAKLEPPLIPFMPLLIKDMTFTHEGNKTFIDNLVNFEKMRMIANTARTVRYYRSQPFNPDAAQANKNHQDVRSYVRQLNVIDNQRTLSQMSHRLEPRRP
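Nucleotide exchange monitored as fluorescence drop when BODIPY-GDP leaves Rap1B. Reaction: 100 nM EPAC2, 250 nM RAP1B-BODIPY-GDP, 50 uM GDP, room temperature, kinetic read over 30 min. Activity expressed relative to 6.5 mM cAMP.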
ATXN2 expr inh: ATXN2 expression inhibition; Potency, µM (titrated, usually from 57 µM), for inactives: top-dose activity change, negative = inhibition, usual class: inhibitors; HEK-293 ATXN2-luciferase reporter, luminescence, 24 h; AID 1745845; 360,000 compounds, 0.72% hits; also: potency is read from the fitted curve at half-maximal effect; % is scaled to controls: 0 for no effect and ±100 for the full control effect; nearly all actives have a fitted effect of over 55% in size
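ATXN2-luciferase reporter cells (luciferase flanked by upstream and downstream ATXN2 gene portions) were treated 24 h at 37 °C with compounds at up to 57 uM. SteadyGlo luminescence gave expression; GF-AFC fluorescence gave viability.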
* = called active by the depositor; i = inactive; u = inconclusive; x = not tested or not shown; [ ] = another dose, or the depositor's remark. Unless noted, calls follow the shape of the dose curve; as a rule, active = well fitted curve in the direction sought with a large enough effect; inconclusive = small, poorly fitted or top-dose-only effect, or another doubt; inactive = no such curve, though single readings can be large; an effect the other way counts as inactive or inconclusive.

Structure | TGFb SMAD3 inh | ATXN viability | Nrf2 block | Nrf2 ARE act | HepG2 viability | IL2 activator | A549 viability | EPAC2 agonist | ATXN2 expr inh
CC(=O)N1CCc2cc(S(=O)(=O)NCCC(=O)Nc3ccc4c(c3)OCCO4)ccc21 | -13% | i | -12% | 0.0% | -40% | 1.9 | -13% | 5% | 72%[activator]
CCn1cc(/C=C(\NC(=O)c2ccccc2Cl)C(=O)N2CCOCC2)c2ccccc21 | -1% | i | -11% | 1.6% | -14% | -1.2 | 0% | 6% | 2%
Cc1c(C)c2ccc(OC(C)C(=O)N[C@@H](Cc3c[nH]c4ccccc34)C(=O)O)c(C)c2oc1=O (some centres undefined) | 19% | i | -8% | -0.9% | 10% | 0.9 | 10% | 0% | 3%
O=C(CSc1nnc(CNC(=O)c2ccccc2F)o1)Nc1cccc(C(F)(F)F)c1 | 0% | i | u | 0.3% | -3% | -2.9 | 1% | 7% | 3%
CCOc1ccc(S(=O)(=O)N2CCOCC2)cc1NC(=O)C1CSC2(C)CCC(=O)N12 (centres undefined) | 15% | i | 0% | -0.2% | 0% | 2.5 | 2% | 5% | 4%
Fc1ccccc1Cn1nnc(-c2ccc3c(c2)OCO3)n1 | 1% | i | 11% | 3.4% | -8% | 3.4 | 1% | 14% | 85%[activator]
CN(C(=O)CN1CCCCCC1)c1c(N)n(Cc2ccccc2)c(=O)[nH]c1=O | -10% | i | u | -1.0% | -14% | 1.1 | 2% | 2% | -10%
COc1ccc(Cl)cc1C(=O)Nc1ccc(Br)c(C)n1 | 3% | i | 28% | 21% | 2% | 0.3 | 5% | 2% | 18%
O=C(CSCc1ccccc1F)NCc1ccc(F)cc1 | 1% | i | 2% | 2.2% | -12% | 1.0 | -2% | -2% | 38%[activator]
CC(=O)c1ccc(NS(=O)(=O)c2cnc(N)nc2)cc1 | 1% | x | x | -0.8% | -10% | x | -1% | x | x
O=C1NC(=O)C(Nc2cccc3ccccc23)S1 (centres undefined) | -24% | i | -14% | 3.5% | 5% | 0.9 | -4% | -2% | 3%
Cc1cc(C)c(NC2=NCC(=O)N2C2CCCCC2)c(C)c1 | -10% | i | 0% | -0.7% | -2% | -2.2 | 2% | 5% | -6%
CC(C)(C)NS(=O)(=O)c1cccc2nsnc12 | -29% | i | 0% | 0.1% | -5% | 0.4 | -12% | 1% | 1%
CCOC(=O)N1CCN(C(=O)c2ccc3c(=O)n(-c4ccccc4F)c(=S)[nH]c3c2)CC1 | 2% | i | u | -0.4% | 7% | 3.3 | 1% | 3% | -13%[11.3 µM]
CCOC(=O)c1c(NC(=O)CN2CCN(c3ccc(Cl)cc3)CC2)sc(C)c1C | -14% | i | 11% | 0.1% | 1% | -2.7 | -7% | 3% | u
CCOC(=O)Cn1c(=NC(=O)CSC(C)=O)sc2cc(OC)ccc21 | 46%[activator] | i | x | -0.1% | 3% | -2.9 | 17% | -8% | 2%
O=S(=O)(Nc1ncn[nH]1)c1ccc2ccccc2c1 | 2% | i | 22% | 0.0% | -2% | 0.5 | -1% | 11% | 3%
CCCOc1ccc(OC(=O)c2c(-c3ccccc3Cl)noc2C)cc1 | 52%[activator] | x | x | 8.3% | 0% | x | u | x | x
O=C(NC(=S)Nc1ccccn1)c1cc(-c2ccccc2)nc2ccccc12 | -2% | i | -24% | 2.5% | -3% | -3.8 | 2% | 1% | -6%
Cc1ccc(C(=O)c2oc3ccccc3c2NC(=O)c2cc(-c3ccccc3O)n[nH]2)cc1 | -10% | x | u | 4.3% | -4% | -0.6 | -1% | 3% | -7%
CN1CCc2c(c3c(n2C)CCN(C)C3c2ccc(F)cc2)C1c1ccc(F)cc1 (centres undefined) | 3% | i | u | 0.1% | -10% | 0.0 | -6% | 6% | -3%
CCc1ccc(N2CCN(C(=O)c3ccc(OC)c(OC)c3)CC2)cc1 | u | u | u | 0.5% | -20% | -0.9 | -8% | -1% | u
Cc1ccc(S(C)(=O)=O)cc1S(=O)(=O)Nc1ccccc1 | 5% | i | -11% | -0.3%[9.22 µM] | -9% | 2.2 | -2% | 1% | -5%
Cc1ccc(-c2nn(C)c(=O)c3ccccc23)cc1S(=O)(=O)NCCN(C)C | -12% | u | u | 0.1% | -8% | -0.1 | -8% | 8% | -7%
O=C(Nc1c(Cl)cc([N+](=O)[O-])cc1Cl)c1cc(Cl)cc(Cl)c1O | 3.2µM* | x | u | x | -53% | x | u | x | x
CCCCCC(=O)Nc1cccc(S(=O)(=O)NC2=NCCC2)c1 | 1% | u | 5% | 0.3% | 10% | 0.1 | 2% | 3% | -13%
Cc1ccc(OCC(=O)Nc2nc(-c3ccc(Br)cc3)ns2)cc1 | -18% | x | u | 0.5% | -17% | x | 0% | x | x
CCc1ccccc1NC(=O)CSc1nnc(-c2ccco2)n1N | 0% | i | -9% | -0.3% | 12% | 1.5 | -12% | 4% | 2%
O=C(OCCc1ccccn1)c1cccc([N+](=O)[O-])c1 | 8% | i | 30% | 6.4% | 16% | -0.4 | -4% | -5% | 23%
Nc1nc(NC(=O)CCC(=O)O)nn1-c1ccccc1 | -7% | i | 3% | -0.2% | -13% | -5.2 | 4% | 14% | 7%
CN(C(=O)c1ccncc1)c1nnc(-c2ccccn2)s1 | 0% | i | u | -0.2% | -10% | -0.4 | -2% | 9% | 2%
CCc1nc2ccccc2c(C(=O)Nc2cccc(C)c2)c1C | 1% | i | 1% | -0.8% | 1% | 0.2 | -1% | 0% | -11%
CC(=O)Nc1ccc(S(=O)(=O)NCc2cc(=O)n(C)c(=O)n2C)cc1 | -1% | i | -11% | -0.1% | -1% | -0.5 | -4% | 9% | x
Cc1cc2n(n1)CCCN2C(=O)Nc1ccc(C)c(Cl)c1 | x | x | 8% | 1.2% | -20% | x | 2% | x | x
O=C(CN1C(=O)c2ccccc2S1(=O)=O)Nc1ccc(S(=O)(=O)N2CCCC2)cc1 | 0% | i | x | -0.8% | 42% | -1.5 | 4% | 7% | 3%
CC(C)C(=O)NC(c1ccco1)c1ccc2cccnc2c1O (centres undefined) | -23% | u | u | 2.0% | -18% | -0.6 | -28% | 8% | u
O=C1NC[C@@H](CCCCN2C[C@H](Cc3ccc(O)cc3)N(Cc3ccccc3)C(=O)C2=O)N(Cc2ccccc2)C1=O | x | i | x | 0.2% | x | 0.5 | x | -1% | 1%
COc1ccc(N=C(NN)c2ccc3ccccc3n2)cc1 | u | i | -29% | -2.6% | -19% | 1.7 | 11% | -1% | u
Cn1c(=O)c2c(-c3ccccc3)n(-c3cc([N+](=O)[O-])ccc3N)cc2n(C)c1=O | -29% | i | x | 4.6% | 13% | -0.1 | x | 3% | -5%
CCO[C@H]1OC(C(=O)N2CCN(Cc3ccccc3)CC2)=C[C@@H](c2cn(C(C)=O)c3ccccc23)[C@@H]1CCCO | u | i | -4% | 3.2% | 1% | 0.2 | -5% | -9% | 0%
COC(=O)/C=C1/S/C(=N/NC(=O)c2ccccc2OC)NC1=O | -6% | i | -2% | 5.5% | 0% | 1.5 | -18% | -15% | 29%
CCOc1ccc(OCCC(=O)OCC(=O)Nc2cc(C)nn2-c2ccccc2)cc1 | -12% | i | 2% | -0.4% | -2% | -4.0 | -1% | -7% | 0%
CC(C)N(C(=O)CN1CCN(C(=O)C2COc3ccccc3O2)CC1)C(C)C (centres undefined) | -1% | i | -15% | -1.1% | 15% | -0.7 | -1% | 9% | x
COc1cccc(CN2CCNC(=O)C2CC(=O)O)c1OC (centres undefined) | -3% | i | -5% | 0.1% | -7% | 2.7 | -1% | 1% | 1%
CCOc1[nH]n(-c2ccc(Cl)cc2)c(=O)c1C=Nc1ccc(Cl)cc1 | 13% | i | -6% | 0.3% | -17% | -2.2 | 0% | -1% | 0%
COc1ccc(C2C(C(=O)Nc3cccc(C)n3)CCC(=O)N2c2ccc(OC)cc2)cc1 (centres undefined) | 12% | u | x | 4.0% | 0% | -0.7 | -11% | 0% | -8%
CCc1c(O)nc(SCC(=O)Nc2ccccc2)n(-c2ccccc2)c1=O | -8% | i | 7% | -0.4% | 2% | 13 | 3% | -2% | 1%
CN1CCN(Cc2ccc(Sc3ccc(Cl)cc3)c([N+](=O)[O-])c2)CC1 | -3% | i | 0% | 8.0% | -22% | -3.5 | 5% | 9% | -19%
Cc1onc(-c2ccccc2)c1C(=O)OCC(=O)Nc1ccccc1 | u | i | 2% | 1.7% | 4% | -3.2 | 7% | 10% | -18%
COc1ccc(-c2nn(-c3ccccc3)cc2C2NC(=O)NC(C)=C2C(=O)OC(C)C)cc1Cl (centres undefined) | u | i | -16% | -0.8% | -15% | x | 0% | x | u
CC(=O)c1cccc(OCC(=O)Nc2ccccc2N2CCOCC2)c1 | 11% | i | -6% | 1.3% | 0% | 0.8 | -2% | 0% | 0%
CC1CCCCN1Cc1c(O)ccc2c(=O)c(-c3nc4ccccc4s3)coc12 (centres undefined) | -22% | i | 1% | -1.3% | -25% | 2.4 | 1% | 4% | -10%
CSCCC(NC(=O)c1ccco1)C(=O)NCc1ccc2c(c1)OCO2 (centres undefined) | 5% | i | -3% | -0.3% | -14% | -1.6 | 2% | -1% | 4%
COc1cccc(N2CC(NC(=O)c3cccc(OC)c3OC)CC2=O)c1 (centres undefined) | 14% | x | x | 0.5% | -17% | x | 2% | x | x
Cc1ccc(C)c(-c2csc(Nc3ncccn3)n2)c1 | -12% | u | 2% | 0.7% | -18% | -0.5 | -4% | 0% | x
O=C(O)Cn1nnnc1SCC(=O)Nc1ccccc1F | u | i | 5% | 0.3% | 0% | 4.5 | 3% | 0% | -6%
